# High-throughput results from PubChem.
# M5 antag = CHRM5 antagonism in calcium assay | P08912 | CHO-hM5 cells, Fluo-8 calcium fluorescence, ACh EC80 | inhibition, % at 3 µM | 360,000 tested, 0.59% active | AID 624040;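 active means inhibition above a per-plate cutoff, the mean of that plate's test compounds plus 3 SD, cut at about 27% in these data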;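 further: 0% = acetylcholine EC80 with DMSO and 100% = DMSO without agonist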
# Target sequence (P08912 whole entry, looked up): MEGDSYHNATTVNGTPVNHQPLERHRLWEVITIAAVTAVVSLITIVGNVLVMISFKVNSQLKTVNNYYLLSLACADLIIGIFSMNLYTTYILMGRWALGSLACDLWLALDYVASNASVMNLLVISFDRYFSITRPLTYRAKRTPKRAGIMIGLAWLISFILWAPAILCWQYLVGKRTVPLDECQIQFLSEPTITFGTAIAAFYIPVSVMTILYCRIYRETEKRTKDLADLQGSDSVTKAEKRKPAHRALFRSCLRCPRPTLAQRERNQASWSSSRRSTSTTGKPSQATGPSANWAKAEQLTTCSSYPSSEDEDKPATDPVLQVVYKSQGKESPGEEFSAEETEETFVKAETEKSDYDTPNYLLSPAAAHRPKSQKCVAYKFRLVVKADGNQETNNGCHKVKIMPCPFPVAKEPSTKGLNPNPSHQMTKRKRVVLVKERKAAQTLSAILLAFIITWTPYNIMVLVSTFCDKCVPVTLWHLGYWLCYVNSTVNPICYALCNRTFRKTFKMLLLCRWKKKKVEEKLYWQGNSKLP
# CHRM4 agonist = CHRM4 agonism in calcium assay | P08173 | CHO-K1 hM4/Gqi5, Fluo-8 calcium fluorescence; vehicle 0%, full acetylcholine response 100% | activation, % at 3 µM | 360,000 tested, 0.14% active;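 active means activation above the run mean over all test wells plus 3 SD, cut at about 32% in these data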;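 further: peak over basal fluorescence ratio per well then scaled between controls; 0% = DMSO wells and 100% = acetylcholine at EC100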
# M5 PAM = CHRM5 positive allosteric modulation; CHO-K1 hM5, Fluo-8 calcium, ACh EC20 PAM; 0% = ACh EC20, 100% = ACh EC100; activation, % at 3 µM; 360,000 tested, 0.3% active; AID 624038;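 active means activation above the run cutoff, the mean activation of all test compounds plus 3 SD, cut at about 18% in these data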
#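 System: CHO-K1 hM5 cells. Reagent: acetylcholine, EC20 level. Compound dosing: single dose, 3 µM nominal final test concentration. Timing: Post-acetylcholine fluorescence recording 140 s. Detection: Fluo-8 calcium fluorescence. Read-out: % activation, ACh-normalized. Benchmarks: ACh EC20 and EC100 wells. Repeats: singlicate, one well per test compound.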
# CRFR2-BP antag = CRF-BP/CRF-R2 complex antagonism. inhibition, % at 11.8 µM. HEK293 CRF-R2/CRF-BP, CRF-induced calcium fluorescence. 350,000 tested, 0.59% active. AID 588475;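 active means inhibition of the ligand-induced calcium signal above about 50% at the single tested concentration, limit read from the data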
# CHRM4 PAM = CHRM4 positive allosteric modulation | P08173 | CHO-K1 hM4/Gqi5, Fluo-8 calcium fluorescence, ACh EC20; 0% = ACh EC20, 100% = maximal ACh | activation, % at 3 µM | 360,000 tested, 0.4% active | AID 624126;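 active means activation above its plate's cutoff, the mean activation of sample wells plus 3 SD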; further: some results filed as inactive read as strong as hits
# CHRM1 PAM = positive allosteric modulators of human M1 muscarinic receptor. P11229. CHO-K1 hM1, Fluo-8 calcium fluorescence, ACh EC20; 0% = ACh EC20, 100% = maximal ACh. activation, % at 3 µM. 360,000 tested, 0.088% active. AID 588819; in the data active means activation above about 19%, passing the limit was not always enough
# Target sequence (P11229 whole entry, looked up): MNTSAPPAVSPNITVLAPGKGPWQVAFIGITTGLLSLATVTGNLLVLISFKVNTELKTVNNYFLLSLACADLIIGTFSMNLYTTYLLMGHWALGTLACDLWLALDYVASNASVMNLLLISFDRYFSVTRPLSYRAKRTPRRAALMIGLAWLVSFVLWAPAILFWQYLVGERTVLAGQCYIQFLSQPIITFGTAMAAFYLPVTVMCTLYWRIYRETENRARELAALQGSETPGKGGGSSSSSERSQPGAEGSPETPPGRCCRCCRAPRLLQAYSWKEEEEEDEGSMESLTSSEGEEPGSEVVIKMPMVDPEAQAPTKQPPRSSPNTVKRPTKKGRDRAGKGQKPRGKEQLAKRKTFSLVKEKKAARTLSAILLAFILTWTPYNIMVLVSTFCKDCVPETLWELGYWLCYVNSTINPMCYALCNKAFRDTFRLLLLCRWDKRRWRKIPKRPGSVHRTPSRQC
# M4 antag = blocks acetylcholine activation of human M4 receptor; P08173; CHO-hM4 cells, ACh EC80, Fluo-8 calcium fluorescence; inhibition, % at 3 µM; 360,000 tested, 0.73% active; AID 624125;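 active means inhibition above its plate's cutoff, the mean inhibition of sample wells plus 3 SD, cut at about 27% in these data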;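 further: 0% = acetylcholine EC80 with DMSO and 100% = DMSO without agonist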
# CRFBP-R2 agonist = agonists of human CRF-binding protein/CRF-R2 receptor complex; HEK293 CRF-R2/CRF-BP, calcium dye fluorescence (FLIPR); percent of saturating CRF peptide response; activation, % at 13.2 µM; 350,000 tested, 0.46% active;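 active means activation of at least 50%, plus an integration ratio under a set limit after plate pattern correction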;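 further: plate controls were neutral control wells without compound for no effect and CRF at EC100 for full effect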
# CHRM5 agonist = CHRM5 agonism in calcium assay; 360,000 tested, 0.19% active; CHO-K1 hM5 cells, Fluo-8 calcium fluorescence; 0% DMSO wells, 100% maximal acetylcholine response; P08912; activation, % at 3 µM;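 active means activation above the run's mean over test compounds plus 3 SD, cut at about 23% in these data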;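 further: signal is peak over basal fluorescence ratio across the kinetic read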
# * hit, by the source's call; x = not tested or not shown.
mol	M5 antag	CHRM4 agonist	M5 PAM	CRFR2-BP antag	CHRM4 PAM	CHRM1 PAM	M4 antag	CRFBP-R2 agonist	CHRM5 agonist
COc1ccc(S(=O)(=O)N2CCN(CCc3ccccc3)CC2)cc1	-11	2	-2	3	0	-1	-11	1.5	-4
C=C(C)c1cccc(C(C)(C)NC(=O)Nc2ccc(OC)nc2)c1	10	5	0	12	-11	19	7	-0.1	-3
CCOc1ccc(NC(=O)Nc2cc(C(C)C)ccc2C)cc1	3	2	-3	x	-1	8	-9	x	0
COc1ccc(CCNC(=O)CCCCCN2C(=O)c3ccccc3C2=O)cc1OC	0	5	-2	-8	-15	-1	6	-0.5	1
CCOc1ccc(CCNC(=O)C2CCN(S(=O)(=O)c3ccc(C)cc3)CC2)cc1OCC	-10	1	4	2	4	9	-15	-1.4	-2
Cc1ccc(NCc2n[nH]c(=S)n2-c2cccc(Cl)c2)cc1	-4	3	5	-11	-4	4	2	-0.5	1
Clc1ccc(OCCNCCc2ccccc2)cc1	-4	8	6	-21	-1	1	-5	10	-10
COCCN(CCOC)C(=O)c1ccc(NS(=O)(=O)c2ccc3c(c2)OCCO3)cc1	6	1	-3	13	-7	1	-3	-0.4	-3
CN(Cc1ccccc1)c1nc(N)nc(Cl)c1C=O	9	9	-8	-21	-6	-2	-17	-3.1	-3
O=C(Nc1nc2ccccc2n1CCN1CCCCC1)C1CCCCC1	-5	2	0	-3	-5	-8	-10	2.8	-4
COC(=O)C(C(=O)NCC1CCCO1)C1CCCCCC1 (configuration not stated)	-7	2	0	-3	5	8	0	-1.1	-2
O=C1NCCN1Cc1ccc(F)cc1	-5	0	-1	5	2	-11	0	-2.0	1
CCCCOC(=O)c1ccc(S(N)(=O)=O)o1	12	0	-6	8	0	3	8	-1.0	-1
O=C(COC(=O)c1cn(-c2ccccc2)nc1-c1cccs1)NC1CC1	7	5	-7	-30	2	3	1	-1.7	0
Cc1cc(=O)[nH]c2c(C)cc(S(=O)(=O)Nc3ccc(O)cc3)cc12	13	1	4	9	5	1	5	-0.2	1
COc1cccc(OC)c1C(=O)OCC(=O)Nc1cccnc1Cl	-2	3	2	-22	3	7	-4	-0.4	-2
c1ccc(-c2noc(-c3ccc4c(c3)OCO4)n2)cc1	5	1	-1	-7	-1	5	6	0.9	1
COc1cccc(CN(C)C(=O)C2CC(=O)N(c3ccc4c(c3)OCCO4)C2)c1 (configuration not stated)	0	3	5	3	2	10	-3	0.2	2
COc1cc(NC2c3ccccc3C(=O)N2c2cc(C)ccn2)cc(OC)c1OC (configuration not stated)	-1	0	3	-6	3	7	4	-1.2	2
CCOc1ccccc1CNC(=O)C1CCCN(c2nn3c(=O)cc(C)nc3s2)C1 (configuration not stated)	-3	1	4	-4	-4	4	6	-0.9	-8
CCc1nn(CCCC(=O)NCc2ccc(OC(C)C)cc2)c(=O)c2cc3occc3n12	-3	4	5	-3	-10	13	-13	-4.1	-3
CCC(C(=O)Nc1ccccc1OC)n1c(C(=O)OC)cc2ccsc21 (configuration not stated)	2	-1	1	22	-10	-5	-14	3.7	-5
CC1CCN(C(=O)CSc2nnc(CNC(=O)c3ccc(F)cc3)o2)CC1	-2	2	6	8	7	9	1	0.6	-3
O=C(Oc1ccc2c(c1)O/C(=C\c1ccncc1)C2=O)c1cccs1	1	2	0	-7	0	6	-3	8.1	7
COC(=O)c1ccc(NC(=O)CSc2nncc3ccc(OC)c(OC)c23)cc1	0	0	-5	-18	-1	6	-1	1.6	-2
N=c1c(C(=O)NCc2ccco2)cc2c(=O)n3ccccc3nc2n1Cc1ccc(Cl)cc1	-5	0	12	-5	-7	-2	-2	26	-17
CN(Cc1ccccc1)C(=O)c1ccco1	12	20	-16	-11	-14	-6	-2	-1.8	3
COc1ccc([C@H]2C[C@@H](O)[C@H](n3cc(COC(=O)c4ccccc4)nn3)CN2Cc2cccs2)cc1	14	3	-3	13	4	-1	-11	0.7	-1
CC1(C)CC(NC(=O)c2cccc(Cl)c2)CC(C)(C)N1	4	1	-5	12	-8	5	4	-1.1	2
Fc1ccc(CNc2cnccn2)cc1	16	0	-1	0	10	7	4	0.2	-3
COc1ccc(C(=O)N/C(=C\c2ccc(Cl)cc2)C(=O)NCc2ccncc2)cc1	-6	3	3	-1	9	8	-17	0.0	2
O=C(c1cccs1)N1CCN(C(=O)c2cccs2)C1=S	12	0	7	32	1	0	4	-3.7	1

# In a second layout: twelve of the compounds above
# Second line of a record – M5 antag, CHRM4 agonist, M5 PAM, CRFR2-BP antag, CHRM4 PAM, CHRM1 PAM, M4 antag, CRFBP-R2 agonist, CHRM5 agonist
CCc1nn(CCCC(=O)NCc2ccc(OC(C)C)cc2)c(=O)c2cc3occc3n12
 : -3, 4, 5, -3, -10, 13, -13, -4.1, -3
CCC(C(=O)Nc1ccccc1OC)n1c(C(=O)OC)cc2ccsc21 (configuration not stated)
 : 2, -1, 1, 22, -10, -5, -14, 3.7, -5
CC1CCN(C(=O)CSc2nnc(CNC(=O)c3ccc(F)cc3)o2)CC1
 : -2, 2, 6, 8, 7, 9, 1, 0.6, -3
O=C(Oc1ccc2c(c1)O/C(=C\c1ccncc1)C2=O)c1cccs1
 : 1, 2, 0, -7, 0, 6, -3, 8.1, 7
COC(=O)c1ccc(NC(=O)CSc2nncc3ccc(OC)c(OC)c23)cc1
 : 0, 0, -5, -18, -1, 6, -1, 1.6, -2
N=c1c(C(=O)NCc2ccco2)cc2c(=O)n3ccccc3nc2n1Cc1ccc(Cl)cc1
 : -5, 0, 12, -5, -7, -2, -2, 26, -17
CN(Cc1ccccc1)C(=O)c1ccco1
 : 12, 20, -16, -11, -14, -6, -2, -1.8, 3
COc1ccc([C@H]2C[C@@H](O)[C@H](n3cc(COC(=O)c4ccccc4)nn3)CN2Cc2cccs2)cc1
 : 14, 3, -3, 13, 4, -1, -11, 0.7, -1
CC1(C)CC(NC(=O)c2cccc(Cl)c2)CC(C)(C)N1
 : 4, 1, -5, 12, -8, 5, 4, -1.1, 2
Fc1ccc(CNc2cnccn2)cc1
 : 16, 0, -1, 0, 10, 7, 4, 0.2, -3
COc1ccc(C(=O)N/C(=C\c2ccc(Cl)cc2)C(=O)NCc2ccncc2)cc1
 : -6, 3, 3, -1, 9, 8, -17, 0.0, 2
O=C(c1cccs1)N1CCN(C(=O)c2cccs2)C1=S
 : 12, 0, 7, 32, 1, 0, 4, -3.7, 1

# Remaining list, next part
mol	M5 antag	CHRM4 agonist	M5 PAM	CRFR2-BP antag	CHRM4 PAM	CHRM1 PAM	M4 antag	CRFBP-R2 agonist	CHRM5 agonist
Cc1ccccc1SCC(=O)OCC(=O)NCCNC(=O)COC(=O)CSc1ccccc1C	10	4	-8	2	-5	0	-6	0.4	4
CCOC(=O)[C@]12CCCC=C1N(Cc1cccc3ccccc13)C(=O)[C@H](CC(=O)N1CCCC1)C2	12	1	3	x	2	x	3	x	1
Cc1ccc(NC(=O)CSc2nc3ccccc3c(=O)n2CCCC(=O)NCC2CCCO2)cc1 (configuration not stated)	-5	1	10	15	3	3	6	-1.1	-3
COc1ccc(Br)cc1C(=O)Nc1cccc(C)c1C	-6	-1	-1	-10	9	6	-3	2.9	-3
NC(=O)Nn1c(CCC(=O)O)ccc1-c1ccc(F)cc1	-2	0	2	-1	8	6	6	-0.1	1
O=C(NCCC1CCCCN1S(=O)(=O)c1ccccc1)C(=O)Nc1ccccc1 (configuration not stated)	5	4	-5	2	2	3	-12	-0.4	0
COc1ccccc1C(=O)NCCC(=O)NN1C(=O)NC2(CCCCC2)C1=O	3	1	5	-14	9	9	-12	3.7	3
O=C(NCCc1cccs1)c1ccc(Cl)c(Cl)c1	5	2	-5	3	15	8	-2	-4.2	-5
Cc1noc(C)c1CN1C(=O)NC(Cc2ccccc2)(Cc2ccccc2)C1=O	-9	1	-3	-9	17	-1	-6	0.2	-2
O=C(Nc1ccccc1)c1cc([N+](=O)[O-])ccc1N1CCCCC1	-4	1	1	-14	20	12	2	-5.8	3
COc1cc(OC)c(C(=O)N2CCN(c3ccccn3)CC2)cc1OC	0	2	-1	13	1	5	-2	0.1	2
Clc1ccc(CSc2nnc(-c3ccc4c(c3)OCO4)o2)cc1	-8	0	0	12	10	1	0	-2.1	-7
Cc1nn(C)cc1-c1n[nH]c(=S)n1-c1ccc(F)cc1	14	12	-11	26	-14	-6	12	-2.1	0
CC(=O)c1c(N2CCN(c3ccccn3)CC2)nc(=S)n(-c2ccccc2)c1C	1	2	-6	7	-12	-12	-2	0.8	-6
O=C1CCc2cc(S(=O)(=O)N3CCCCC3)cc3c2N1CCC3	-3	3	6	0	6	13	-9	3.1	1
O=C(COc1ccc(S(=O)(=O)N2CCOCC2)cc1)NCc1ccccc1	12	1	-6	0	3	-7	-6	0.1	-3
Cn1c(N)cc(=O)n(Cc2ccccc2)c1=O	17	4	-18	-4	-4	5	-6	0.1	-3
Nc1nc2c(ncn2[C@@H]2O[C@H](CNC(=O)[C@H](N)Cc3ccccc3)[C@@H](O)[C@H]2O)c(=O)[nH]1	13	1	4	x	3	3	0	x	4
COc1cccc(C(=O)NNC(=O)c2ccc(NS(=O)(=O)c3cccs3)cc2)c1OC	0	0	-2	0	7	11	-3	-0.4	-1
CC(Oc1ccccc1Br)C(=O)N1CCc2ccccc21 (configuration not stated)	2	-1	2	3	-2	-1	-2	0.2	-6
CCN(C(=O)COC(=O)c1nn(-c2ccccc2)c(=O)c2ccccc12)C1CCS(=O)(=O)C1 (configuration not stated)	4	0	2	10	-4	-1	6	-3.4	-1
CCOC(=O)c1c(NC(=O)CN2CCN(C(=O)c3ccco3)CC2)sc2c1CCCC2	-2	1	0	6	12	5	8	-1.6	2
C[N+]1(C)CCC(=C2c3ccccc3CC(=O)c3sccc32)CC1	77*	0	-17	6	-29	-26	80*	1.1	-8
Cc1ccc(N(CC(=O)NCc2ccco2)S(=O)(=O)c2ccccc2)cc1	4	0	-4	5	-2	3	6	-2.8	-1
COc1ccc(NC(=O)/C(C#N)=C\c2ccc(-c3cccc(C(=O)O)c3C)o2)cc1	11	7	-9	2	-6	0	-1	0.6	6
O=C(COC(=O)c1ccc(Br)o1)NC1CCCc2ccccc21 (configuration not stated)	-8	-1	4	16	-3	5	-8	-5.7	-3
Cc1ccc(C(=O)NCC(=O)NCC(c2ccco2)N2CCCCC2)cc1C (configuration not stated)	-2	0	4	-7	11	7	-4	3.0	-4

# Rows were taken by chance, and some 2.6% of all compounds hit somewhere here.
